GLP-1R agonist – GLP-1 receptor (human) agonism | 380,000 tested, 0.007% active | HEK293 GLP-1R CRE-luciferase, luminescence, 4-6 h; cells express a hypersensitive GLP-1R form | P43220 | Potency, µM (doses to about 45.6 µM), without a hit: at the top dose activation, usual class: activators; further: potency means the concentration at half of the fitted maximal effect; % of control where 0% means no effect
Target sequence (P43220 whole entry, looked up): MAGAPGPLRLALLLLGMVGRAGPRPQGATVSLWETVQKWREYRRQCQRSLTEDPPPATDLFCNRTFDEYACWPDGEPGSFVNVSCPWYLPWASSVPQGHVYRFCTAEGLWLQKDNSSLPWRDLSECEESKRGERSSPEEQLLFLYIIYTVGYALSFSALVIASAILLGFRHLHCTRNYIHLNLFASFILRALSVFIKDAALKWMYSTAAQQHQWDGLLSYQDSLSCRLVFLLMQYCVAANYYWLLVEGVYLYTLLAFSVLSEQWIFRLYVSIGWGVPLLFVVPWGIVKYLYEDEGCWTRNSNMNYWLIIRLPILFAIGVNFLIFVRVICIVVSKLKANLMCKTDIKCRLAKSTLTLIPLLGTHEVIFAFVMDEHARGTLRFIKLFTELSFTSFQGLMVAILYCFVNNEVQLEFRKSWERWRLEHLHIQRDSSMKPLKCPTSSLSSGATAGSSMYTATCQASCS
GLP1R inv ag – GLP-1 receptor (human) inverse agonism; HEK293 GLP-1R CRE-luciferase, luminescence, 24 h; GLP-1R form is constitutively active; Potency, µM (highest dose often 38.3 µM), inactives show at the top dose activity change, negative = inhibition, most hits filed as inhibitors; AID 624417; 410,000 tested, 1.6% active; further: potency means the concentration at half of the fitted maximal effect; on the % scale 0 is the no-effect control and ±100 the full control effect; nearly all actives have a fitted effect of over 55% in size
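Readout was luciferase luminescence, measured 12 min after detection reagent at room temperature. Beforehand, GLP-1R reporter HEK293 cells had sat 12 h, then received compounds for 24 hr at 37 deg C.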
WRN helicase inh – inhibitors of human WRN helicase. WRN helicase unwinding, fluorescent forked duplex, kinetic. Potency, µM (doses to about 114 µM), for inactives: at the highest dose activity change, negative = inhibition, hits mostly inhibitors. 360,000 tested, 0.46% active; further: potency means the concentration at half of the fitted maximal effect; on the % scale 0 is the no-effect control and ±100 the full control effect; nearly all actives have a fitted effect of over 55% in size
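Primary qHTS, 1536-well format. 20 nM WRN + compound, 15 min RT; start with 100 nM forked fluorophore/quencher duplex, 2 mM ATP (final); kinetic read ex 525/em 598 nm.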
DRD3 antagonist – D3 dopamine receptor (human) antagonism. P35462. D3R cells, DiscoveRx beta-arrestin luminescence, antagonist mode; hits give low values. max response, negative = inhibition, %. 360,000 tested, 2.5% active; in the data active means max response below about -50%; inconclusive means no clear call, values can overlap the other calls; further: on the % scale 0 is the no-effect control and ±100 the full control effect; mostly tested at two doses, the higher about 12 µM
Target sequence (P35462 whole entry, looked up): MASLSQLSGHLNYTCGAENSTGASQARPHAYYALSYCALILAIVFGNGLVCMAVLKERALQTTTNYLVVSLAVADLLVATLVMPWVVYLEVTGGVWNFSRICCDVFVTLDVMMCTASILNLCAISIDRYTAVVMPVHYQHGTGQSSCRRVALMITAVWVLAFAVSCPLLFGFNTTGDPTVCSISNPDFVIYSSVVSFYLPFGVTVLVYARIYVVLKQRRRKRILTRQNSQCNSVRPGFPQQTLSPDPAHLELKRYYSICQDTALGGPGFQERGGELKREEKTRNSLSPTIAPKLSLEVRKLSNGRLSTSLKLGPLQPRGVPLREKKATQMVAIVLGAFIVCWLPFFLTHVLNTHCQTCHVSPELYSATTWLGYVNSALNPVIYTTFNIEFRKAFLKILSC
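Cells plated overnight at 1500 cells/well, then exposed to library compounds with dopamine controls for 90 minutes at 37 degrees C. DiscoveRx reagent added for 30–60 minutes at room temperature; luminescence read, quantitative HTS format.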
PI5P4K alpha inh – PI5P4K alpha (human) kinase inhibition; P48426; PI5P4Kalpha enzyme, ADP-Glo luminescence, 60 min; hits give low values; max response, %; 330,000 tested, 1.2% active; active means max response of -50% or lower; inconclusive means between -30% and -50%; inactive means -30% or higher; further: value at the top dose of about 77 µM; on the % scale 0 is the no-effect control and ±100 the full control effect
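qHTS, 1536-well: enzyme/substrate mix, compound by pin tool, 5 microM ATP final; RT 60 min; ADP-Glo reagents 1 (45 min) then 2 (30 min); luminescence.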
GLP1R cytotox – cytotoxic in the GLP-1 receptor inverse agonist counter-screen. HEK293 cAMP-luciferase reporter cells, luminescence, 24 h. Potency, µM (top dose mostly 38.3 µM), without a hit: at the top dose activity change, negative = inhibition, hits mostly inhibitors. 410,000 tested, 0.13% active;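 further: loss of luciferase light is scored as toxicity; potency means the concentration at half of the fitted maximal effect; on the % scale 0 is the no-effect control and ±100 the full control effect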
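Compound-treated cells are incubated 24 hr at 37 deg C under 5% CO2 after a 12 hour attachment period, then luciferase detection reagent is added and luminescence is measured following 12 min at room temperature; lowered signal indicates toxicity.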
DRD3 agonist – agonists of human D3 dopamine receptor. P35462. D3R DiscoveRx beta-arrestin cells, luminescence, 90 min. max activation, %. 410,000 tested, 0.58% active; in the data active means max activation above about 30%; further: 0% is about no effect; mostly tested at two doses, the higher about 12 µM
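Agonist-mode cell screen: cells plated at 1500/well and incubated overnight at 37 °C, then exposed to library compounds for 90 min at 37 °C. Detection reagent was added for 30–60 min at room temperature, and luminescence was read.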
IL2 activator – IL-2 activation; 360,000 tested, 0.065% active; activation, % (series mostly up to about 46 µM); IL-2 activation reporter assay, cell-based qHTS; stimulated with anti-CD3/CD4/CD28 beads; in transgenic mouse T cells; in the data active means activation above about 50%; inconclusive means mostly about 30% to 49%; further: 0% is about no effect
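Quantitative HTS in unstimulated transgenic mouse T cells, with memory T cells as non-tolerant control and PMA/ionomycin as tolerance-bypass control. Compound pretreatment lasted 60 minutes before 18 h bead stimulation; EGFP/DsRed fluorescence read.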
PLK1 PBD block – PLK1 (human) polo-box domain binding inhibition. 360,000 tested, 2.8% active. P53350. AID 720504. Potency, µM, inactives show max response, negative = inhibition, actives largely listed as inhibitors. Plk1 PBD binding of FITC phosphopeptide, fluorescence polarization; further: potency means the concentration at half of the fitted maximal effect; series mostly up to about 57 µM; on the % scale 0 is the no-effect control and ±100 the full control effect; nearly all actives have a fitted effect of over 65% in size
* marks the source's active call; other numbers are inactive results; ? = inconclusive; . = no result given; [ ] = remark or other dose. Unless noted, the call rests on the fitted dose curve; in most records, active means well fitted curve in the direction sought with a large enough effect; inconclusive means small, poorly fitted or top-dose-only effect, or another doubt; inactive means no such curve, though single readings can be large; an effect the other way counts as inactive or inconclusive.

SMILES	GLP-1R agonist	GLP1R inv ag	WRN helicase inh	DRD3 antagonist	PI5P4K alpha inh	GLP1R cytotox	DRD3 agonist	IL2 activator	PLK1 PBD block
COc1ccc(-n2nc(C(=O)NCC(=O)N3CCN(c4cccc(Cl)c4)CC3)c3ccccc3c2=O)c(OC)c1	8%	-30%	-7%	10	1	7%	-1	0.2	2%
COc1cccc(N=c2oc3ccccc3cc2-c2nc3ccccc3[nH]2)c1	-24%	?	8%	8	2	1%	-1	-2.3	-15%
COc1ccc(COC(=O)Oc2ccc(CNC(C)=O)cc2OC)c([N+](=O)[O-])c1	10%	9%	1%	10	1	?	-3	0.1	3%
COc1ccc(-c2cc(-n3c(C(F)(F)F)nc4ccccc43)n(CCC#N)n2)cc1	0%	10µM*	-12%	?	6	-4%	-1	-1.0	1%
CCCS(=O)(=O)NC(=O)C1(C)CCN(C(=O)c2cc(F)cc(F)c2)C1 (stereo unspecified)	-3%	-5%	4%	2	4	5%	8	-0.2	0%
CCc1ccccc1Nc1nn2c(=O)c3ccc(C(=O)NC4CCCCC4)cc3nc2s1	3%	6%	.	.	.	-3%	-5	.	.
NC(=O)c1ccc(NC(=O)c2cnc3ccccc3n2)cc1	18%	19%	-10%	25	-10	17%	12	0.3	3%
CC(C)Oc1ccccc1C(=O)NC(CO)C(=O)O (stereo unspecified)	0%	-4%[7.66 µM]	13%	0	3	0%[7.66 µM]	-1	0.5	-5%
COc1ccc(-c2n[nH]c(C)c2-c2ccc(OC)c(OC)c2)c(O)c1	30%	-18%	-15%	-7	2	-18%	-4	0.3	-8%
CCCN(CCC)C(=O)c1ccc2c(c1)N(CC)C(=O)c1ccccc1S2(=O)=O	12%	-23%	14%	-11	-7	-22%	6	0.1	-6%
CCc1ccc(NC(=O)C2(C)Cc3ccccc3C(=O)O2)cc1 (stereo unspecified)	8%	?	2%	3	0	7%	0	-0.5	2%
Cc1cnc(NC(=O)c2cncc(Br)c2)s1	0%	15%	4%	3	0	-2%	0	-0.2	-8%
Cc1ccc(S(=O)(=O)c2nnn3c2nc(Nc2cccc(C)c2)c2ccccc23)cc1	-12%	-2%	8%	9	10	3%	-1	2.3	0%
CCOC(=O)c1cnn(-c2cc(Oc3ccccc3C)ncn2)c1N	5%	22%	10%	26	26	-10%	7	-0.7	2%
COc1ccc(C(=O)/C=C/Nc2ccc(S(N)(=O)=O)cc2)cc1OC	18%	-1%	-2%	-4	-13	43%[activator]	-30	-1.6	-14%
O=C(NN1C(=O)C2C3C=CC(C4CC34)C2C1=O)c1ccc(Cl)cc1Cl (stereo unspecified)	1%	-3%	-10%	12	-4	10%	2	0.5	-7%
CCc1cccc(NC(=O)C2CCCN2S(=O)(=O)c2ccccc2C(F)(F)F)c1 (stereo unspecified)	0%	?	-6%	9	3	-19%	-3	-7.3	-2%
CCOC(=O)C1=CCN(S(=O)(=O)c2ccccc2F)C1c1cccc(F)c1 (stereo unspecified)	10%	-13%	-2%	8	-4	-2%	-3	-0.5	7%
Cc1nn(CC(=O)Nc2nnc(C(C)C)s2)c(=O)c2ccccc12	-2%	19%	2%	0	1	5%	10	0.1	2%
CN(C(=O)c1cccc(NC(=O)Cc2ccc(NC(=O)C3CCCN(C(=O)CCc4ccccc4)C3)cc2)c1)C1CCCC1 (stereo unspecified)	3%	-24%	-8%	1	1	-7%	14	-0.6	-3%
O=C(COC(=O)Cc1cn2ccsc2n1)Nc1nc2ccccc2s1	-5%	1%	9%	-18	-4	-14%	1	-1.5	-11%
Cc1ccc(C)c(C(=O)COC(=O)CCN2C(=O)C3C4CCC(C4)C3C2=O)c1 (stereo unspecified)	-2%	4%	-5%	11	0	4%	9	-3.4	-7%
Nc1nc2n(n1)C(=O)CC(c1ccccc1)N2 (stereo unspecified)	0%	19%	5%	6	-1	3%	4	-0.5	27µM*
COc1ccccc1/C=C/C(=O)N1CCCC1	-11%	0%	-26%	34	1	6%	-12	-3.8	-8%
NNC(=O)C1CCCN1S(=O)(=O)c1ccc(Cl)cc1 (stereo unspecified)	7%	8%[7.66 µM]	-2%	-6	-6	2%[7.66 µM]	4	0.6	-9%
O=C(Nc1cccc(Br)c1)c1ccc2snnc2c1	-2%	-4%	-2%	-18	-9	-21%	-9	-7.2	0%
CCCNC(=O)c1cc(C2CCCN(C(=O)c3ccc(OC)cc3)C2)on1 (stereo unspecified)	16%	15%	-2%	-9	3	3%	-4	0.3	-11%
Cc1ccc2c(CC(=O)Nc3nc(C)cs3)coc2c1	7%	-12%	-11%	20	-5	-4%	-7	0.8	-8%
CCOc1ccc(Oc2ccccc2NC(=O)CCNC(C)=O)cc1	6%	18%	-18%	8	3	5%	0	-3.6	0%
Cc1ccc(C)c(N2CCN(C(=O)C3CCCN(S(=O)(=O)c4cccc5nsnc45)C3)CC2)c1 (stereo unspecified)	-1%	2%	.	.	.	-5%	16	.	.
O=C(CSc1nnc(CNC(=O)c2ccco2)o1)Nc1ccc(OC(F)(F)F)cc1	-1%	20%	2%	1	4	5%	-5	-0.6	2%
Cc1c(C(=O)NCCn2ccc3ccccc32)cccc1[N+](=O)[O-]	10%	-17%	-1%	0	-1	-11%	2	-0.6	6%
COc1ccc(NC(C)C(=O)N/N=C/c2ccccc2OCc2cccc(Br)c2)cc1 (stereo unspecified)	20%	?	-7%	-5	4	-22%	-2	-4.0	-5%
CCOCC(O)CS(=O)Cc1ccccc1 (stereo unspecified)	-7%	9%	0%	-15	.	6%	-13	-2.0	-9%
O=C(NNC(=O)c1ccc2ccccc2c1)c1cccc(Cl)c1	5%	0%	-4%	-24	-4	-5%	-14	0.9	-2%
CCN(CC)C(=O)C(Oc1ccc(C)nc1[N+](=O)[O-])c1ccccc1 (stereo unspecified)	6%	0%	-3%	-5	4	1%	-14	1.3	-7%
COc1cc(C(=O)Nc2nccs2)cc(OC)c1OC	-8%	28%	5%	11	-8	7%	0	1.5	-6%
CCOc1ccc(C(=O)Cn2cnc3ccccc3c2=O)cc1	8%	-9%	8%	9	5	-3%	1	0.0	-8%
C=COCCNC(=S)Nc1ccccc1	6%	-4%	1%	8	8	-6%	-1	-5.0	?
CC(=O)Nc1ccc(NC(=O)CSc2ccc(C(F)(F)F)cc2[N+](=O)[O-])cc1	12%	-11%	-29%[57.1 µM]	-11	1	-3%	-4	-2.3	-24%

Retrieved by structure from above (three):
SMILES	GLP-1R agonist	GLP1R inv ag	WRN helicase inh	DRD3 antagonist	PI5P4K alpha inh	GLP1R cytotox	DRD3 agonist	IL2 activator	PLK1 PBD block
COc1cc(C(=O)Nc2nccs2)cc(OC)c1OC	-8%	28%	5%	11	-8	7%	0	1.5	-6%
CCN(CC)C(=O)C(Oc1ccc(C)nc1[N+](=O)[O-])c1ccccc1 (stereo unspecified)	6%	0%	-3%	-5	4	1%	-14	1.3	-7%
O=C(CSc1nnc(CNC(=O)c2ccco2)o1)Nc1ccc(OC(F)(F)F)cc1	-1%	20%	2%	1	4	5%	-5	-0.6	2%

(more compounds)
SMILES	GLP-1R agonist	GLP1R inv ag	WRN helicase inh	DRD3 antagonist	PI5P4K alpha inh	GLP1R cytotox	DRD3 agonist	IL2 activator	PLK1 PBD block
O=C(CNC(=S)NC(=O)C1CCCCC1)c1ccccc1	7%	14%	24%	-8	7	12%	1	1.4	-9%
COc1ccccc1NC(=O)COC(=O)COc1ccccc1F	-1%	-7%	-2%	5	-1	-20%	0	-0.2	-5%
CCC(=O)NC(=S)Nc1ccccc1C(=O)NC1CCCCC1	7%	10%	-13%	1	-9	-6%	-3	-0.1	4%
COCCNc1ncnc2onc(-c3ccc(F)cc3)c12	-4%	5%	.	.	.	0%	4	.	.
COc1cc(C=O)ccc1OCCCCOc1ccccc1[N+](=O)[O-]	8%	19%	-12%	50	1	2%	2	-0.4	0%
Cc1cccc(NC(=O)c2cccc(NC(=O)Cc3cccs3)c2)c1	15%	?	-5%	-3	2	-17%	8	-0.7	-3%
COc1ccc(-n2c(=S)[nH]c3cc(C(=O)Nc4cccc(C)c4)ccc3c2=O)cc1	0%	2%	-6%	2	2	-3%	10	-1.9	-5%
N#CCCCCn1ccc(NC(=O)c2ccc(Cl)cc2O)n1	4%	4%	-15%	6	-6	-7%	10	-4.6	-3%
CCCc1c(O)nc(SC2CC(=O)N(c3cc(OC)ccc3OC)C2=O)[nH]c1=O (stereo unspecified)	-5%	0%	11%	-27	.	3%	-5	0.4	-5%
Cc1cc(C)n2nc(-c3ccccc3)cc2n1	10%	7%	-17%	12	8	-1%	0	-0.4	-3%
C/C(=N\OCC(=O)OCC(=O)NC(=O)c1ccccc1)c1ccc2c(c1)OCO2	7%	12%	2%	5	4	-2%	-1	0.5	8%
O=C(COc1ccc(Cl)cc1)N(Cc1ccccc1)c1ccccn1	1%	?	-2%	-11	-4	71%[activator]	-1	-2.5	-12%
CC(Oc1ccccc1)c1ccn[nH]1 (stereo unspecified)	2%	-14%[7.66 µM]	1%	-7	-6	0%[7.66 µM]	3	0.5	-8%
O=C(CNC(=O)c1ccc2c(c1)OCCO2)N/N=C/c1ccc([N+](=O)[O-])cc1	7%	6%	-9%	-19	5	-1%	-10	-0.3	-7%
Cc1ccc(C(=O)N2CCCC2)cc1S(=O)(=O)Nc1ccccc1	0%	?	3%	13	-9	-23%	-1	-0.7	-11%
CCOc1ccccc1NC(=O)C1=C(C)Nc2ncnn2C1c1ccc(NC(C)=O)cc1 (stereo unspecified)	-7%	-13%	.	.	.	2%	1	.	.
O=C(Nc1cccnc1)c1ccc2c(c1)OCO2	-10%	-7%	11%	-13	0	-20%	-4	-2.2	-6%
O=C(CNC(=O)c1ccco1)OCC(=O)c1ccccc1Cl	-4%	2%	5%	10	0	1%	1	-0.5	-1%
Cc1ccc([N+](=O)[O-])cc1NC(=S)NC(=O)C(C)(C)C	-2%	1%	157%[activator]	?	.	25%	-14	-3.2	-23%
Cc1ccc2c(Cl)c(C(=O)Nc3cccnc3)sc2c1	5%	14%	-10%	2	12	-22%	0	-0.3	4%
CC(C)C(N)c1csc(Nc2ccc(C(=O)c3ccccc3)cc2)n1 (stereo unspecified)	1%	-27%	0%	-7	9	3%	2	1.6	2%

Screening data deposited in PubChem by National Center for Advancing Translational Sciences (NCATS).
